TRAIL sens C8: caspase-8 TRAIL sensitization; AID 624354; 360,000 compounds, 1% hits; inhibition (viability loss, TRAIL sensitization), % at 10 µM; NB7+C8 cells + TRAIL, ATPlite viability luminescence;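 active = compounds causing at least 50% loss of cell viability in the single-dose screen, relative to plate controls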
KKLEB tox: counter-screen for CF NF-kB inhibitors: cytotoxicity; KKLEB CF airway cells viability, ATPlite luminescence, overnight; hits give low values; cells stimulated with P. aeruginosa culture filtrate; activity change (cytotoxicity), % at 5 µM; 360,000 compounds, 0.36% hits; AID 602141;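 active = corrected activity change at or below -50% at 5 µM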
CF NFkB block: cystic fibrosis NF-kB activation inhibition; KKLEB NF-kB-GFP reporter, PAF-induced, GFP fluorescence overnight; inhibition, % at 5 µM; 360,000 compounds, 0.86% hits; AID 588850;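 active = at least 50% inhibition at 5 µM, scaled per plate between neutral and stimulator controls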;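 also: PAF is a Pseudomonas aeruginosa culture filtrate used as stimulus; plate controls were PAF-stimulated DMSO wells for no effect and unstimulated DMSO wells for full effect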
NR2E3 ag-1: activates human photoreceptor nuclear receptor NR2E3; AID 2300; Q9Y5X4; inhibition of corepressor binding, % at 4.78 µM; 320,000 compounds, 0.12% hits; GST-NR2E3/biotin-RetCOR TR-FRET, 1536-well;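 active = percent inhibition above the cutoff of mean plus 3 SD of all tested compounds, set per screening campaign, cut at about 20% in these data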;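 also: 0% = DMSO wells and 100% = biotin wells as full block of FRET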
Target sequence (Q9Y5X4 whole entry, looked up): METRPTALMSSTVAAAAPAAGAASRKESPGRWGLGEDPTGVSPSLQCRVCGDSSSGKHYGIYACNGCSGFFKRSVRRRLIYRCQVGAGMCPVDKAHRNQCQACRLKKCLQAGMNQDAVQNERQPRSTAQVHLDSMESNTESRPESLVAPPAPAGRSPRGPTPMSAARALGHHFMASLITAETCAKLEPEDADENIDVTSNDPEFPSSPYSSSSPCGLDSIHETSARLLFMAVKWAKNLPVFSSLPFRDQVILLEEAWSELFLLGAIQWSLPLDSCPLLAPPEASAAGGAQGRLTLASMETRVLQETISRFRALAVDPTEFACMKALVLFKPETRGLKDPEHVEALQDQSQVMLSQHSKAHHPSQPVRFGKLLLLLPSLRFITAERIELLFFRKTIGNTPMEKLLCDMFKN
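System: GST-tagged NR2E3 plus biotinylated RetCOR corepressor; Buffer or medium: pH 7.5 Tris-based buffer; Probe or stimulus: RetCOR corepressor, biotinylated, 7 nM; Doses: compound at 4.8 µM, single dose; Schedule: 5 h incubation at 4 °C; Technique: time-resolved FRET; Evaluation: percent inhibition of TR-FRET ratio; Replication: one well per compound, singlicate testing.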
NR2E3 ag-2: agonists of human NR2E3 nuclear receptor; Q9Y5X4; CHO-S Gal4-NCOR/VP16-NR2E3 two-hybrid, luciferase; inhibition of corepressor binding, % at 3.98 µM; 360,000 compounds, 0.35% hits; AID 602229;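 active = inhibition above the mean of all tested compounds plus 3 SD, cut at about 70% in these data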;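 also: 0% = DMSO with NR2E3 transfected cells and 100% = cells lacking NR2E3 construct; higher means lower luciferase signal from less NR2E3 corepressor binding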
Peg3 prom inh: reduces Peg3 promoter-driven luciferase expression in HeLa. HeLa PEG-Prom luciferase reporter, luminescence, overnight. inhibition, % at 20 µM. 360,000 compounds, 1.7% hits. AID 588405;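 active = inhibition of at least 50% at 20 µM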
TROY NFkB inh: inhibitors of TROY-dependent NF-kB signaling; Q293 LMP1-TROYcd NF-kB luciferase reporter, 4 h; AID 1347056; 360,000 compounds, 0.98% hits; inhibition, % at 10 µM;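 active = compounds whose plate-normalised and pattern-corrected inhibition of the luciferase reporter signal at the single screening dose is 50% or more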
TRPM1 prom inh: reduces MITF-dependent TRPM1 promoter luciferase signal. AID 488899. 330,000 compounds, 0.83% hits. inhibition, % at 12.5 µM. SK-MEL-5 TRPM1 promoter luciferase, 24 h;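 active = mean inhibition across replicates of 60% or more, whatever share of single replicates reaches that level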; also: values of inactives mirror those of a sister screen read the other way
HIF-2a inh: blocks HIF-2a reporter activity. 360,000 compounds, 0.72% hits. inhibition, % at 18.8 µM. 786-0 RCC cells HIF-2a reporter, luciferase luminescence, overnight;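 active = inhibition of the luminescence signal of 40% or more relative to plate controls, in a single-dose primary screen at 18.75 µM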
Shn3 3UTR inh: inhibitors of Schnurri-3 3'UTR reporter in osteoblasts; Clone20 osteoblast Shn3 3'UTR firefly luciferase, 24 h; inhibition, % at 12.5 µM; 360,000 compounds, 0.52% hits;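 active = mean inhibition of at least 75% with every replicate also reaching 75%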;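 also: 0% = median of neutral control wells and 100% = pilot-screen positive control compound; some compounds past the cut are filed as inactive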
TWEAK Fn14 block: blocks TWEAK-Fn14 interaction in a reporter cell assay; TWEAK-stimulated Fn14 reporter cells, luciferase luminescence, 8 h; inhibition, % at 10 µM; 360,000 compounds, 2% hits; AID 1159606; in the data active = inhibition above about 50%
* = called active by the depositor; x = no result given. Not all compounds are listed; count on the stated rates, not on these rows.

SMILES	TRAIL sens C8	KKLEB tox	CF NFkB block	NR2E3 ag-1	NR2E3 ag-2	Peg3 prom inh	TROY NFkB inh	TRPM1 prom inh	HIF-2a inh	Shn3 3UTR inh	TWEAK Fn14 block
Cc1ccc(N2CC(C(=O)NC(C)CCc3ccccc3)CC2=O)cc1 (stereo not given)	17	-13	-9	-1	-25	16	9	11	0	20	-8
CCOC(=O)C1CCN(C(=O)COc2ccc(Br)cc2C)CC1	-14	-3	-6	3	5	6	-4	6	17	11	5
CCC(C)[C@H](NC(=O)NCc1cccs1)C(=O)OC (stereo not given in full)	2	4	1	1	-12	-8	-18	0	6	-3	15
COc1ccc(CNC(=O)Cn2cnc3c(NCc4ccccc4)ncnc32)cc1	16	-4	5	x	-31	25	-11	33	4	9	33
O=C(O)COc1ccc(F)cc1Br	9	4	-6	-3	-33	1	-7	-1	12	-11	3
O=C(NCC(c1ccco1)N1CCCC1)c1ccc(S(=O)(=O)Nc2ccccc2Cl)cc1 (stereo not given)	-2	-13	13	3	15	0	-1	7	13	29	6
CC(=O)N/N=C/c1ccccc1OCCOc1cccc(C)c1	-2	-6	9	-3	-50	-72	-13	-31	-68	-12	-13
O=[N+]([O-])c1ccc(N=Nc2ccc(O)cc2O)cc1	-5	-27	40	3	-10	-12	4	-13	-12	5	-19
CCC(=O)NNc1ncnc2c1cnn2C	-15	19	-4	3	17	-3	-22	-6	19	-4	-13
Cc1c(NC(=O)COC(=O)c2ccc(O)cc2)c(=O)n(-c2ccccc2)n1C	-13	-6	11	0	-18	16	11	-1	6	-13	1
N=C(N)c1ccc(N)cc1	-2	23	4	-2	13	3	-4	4	-8	11	1
O=S(=O)(c1ccc(NC(=S)NN=C(Cc2ccccc2)Cc2ccccc2)cc1)N1CCOCC1	-9	-9	5	1	-12	10	26	-9	15	7	-12
CC(C)COc1nc2ccccc2c(=O)n1OCC(=O)O	-4	2	-4	0	-19	-1	-22	-6	12	-15	-2
Cn1c(=O)c(C(=O)NNC(=O)c2ccc(Br)cc2)c(O)c2ccccc21	42	-3	2	0	8	54*	21	20	7	1	42
O=Cc1cnc(N2CCN(Cc3ccccc3)CC2)s1	-3	16	-14	-4	-7	5	-4	-18	-3	-1	-22
O=C(COC(=O)c1cccc(C(F)(F)F)c1)NCc1ccc(Cl)cc1	7	3	1	-1	-19	4	-12	-10	21	3	3
O=C(Cc1cccc(NC(=O)C2CCN(C(=O)C3CCCCC3)CC2)c1)Nc1cccc(C(=O)N2CCCCC2)c1	-2	8	-20	x	-15	8	1	0	11	5	2
CC(=O)Nc1ccc(NC(=O)COC(=O)c2ccccc2SCC(=O)N2CCCC2)cc1	5	3	-3	-1	21	-23	-5	-2	3	4	-19

13 of these compounds in a different format:
Below each compound: TRAIL sens C8 | KKLEB tox | CF NFkB block | NR2E3 ag-1 | NR2E3 ag-2 | Peg3 prom inh | TROY NFkB inh | TRPM1 prom inh | HIF-2a inh | Shn3 3UTR inh | TWEAK Fn14 block
O=C(NCC(c1ccco1)N1CCCC1)c1ccc(S(=O)(=O)Nc2ccccc2Cl)cc1 (stereo not given)
 : -2 | -13 | 13 | 3 | 15 | 0 | -1 | 7 | 13 | 29 | 6
CC(=O)N/N=C/c1ccccc1OCCOc1cccc(C)c1
 : -2 | -6 | 9 | -3 | -50 | -72 | -13 | -31 | -68 | -12 | -13
O=[N+]([O-])c1ccc(N=Nc2ccc(O)cc2O)cc1
 : -5 | -27 | 40 | 3 | -10 | -12 | 4 | -13 | -12 | 5 | -19
CCC(=O)NNc1ncnc2c1cnn2C
 : -15 | 19 | -4 | 3 | 17 | -3 | -22 | -6 | 19 | -4 | -13
Cc1c(NC(=O)COC(=O)c2ccc(O)cc2)c(=O)n(-c2ccccc2)n1C
 : -13 | -6 | 11 | 0 | -18 | 16 | 11 | -1 | 6 | -13 | 1
N=C(N)c1ccc(N)cc1
 : -2 | 23 | 4 | -2 | 13 | 3 | -4 | 4 | -8 | 11 | 1
O=S(=O)(c1ccc(NC(=S)NN=C(Cc2ccccc2)Cc2ccccc2)cc1)N1CCOCC1
 : -9 | -9 | 5 | 1 | -12 | 10 | 26 | -9 | 15 | 7 | -12
CC(C)COc1nc2ccccc2c(=O)n1OCC(=O)O
 : -4 | 2 | -4 | 0 | -19 | -1 | -22 | -6 | 12 | -15 | -2
Cn1c(=O)c(C(=O)NNC(=O)c2ccc(Br)cc2)c(O)c2ccccc21
 : 42 | -3 | 2 | 0 | 8 | 54* | 21 | 20 | 7 | 1 | 42
O=Cc1cnc(N2CCN(Cc3ccccc3)CC2)s1
 : -3 | 16 | -14 | -4 | -7 | 5 | -4 | -18 | -3 | -1 | -22
O=C(COC(=O)c1cccc(C(F)(F)F)c1)NCc1ccc(Cl)cc1
 : 7 | 3 | 1 | -1 | -19 | 4 | -12 | -10 | 21 | 3 | 3
O=C(Cc1cccc(NC(=O)C2CCN(C(=O)C3CCCCC3)CC2)c1)Nc1cccc(C(=O)N2CCCCC2)c1
 : -2 | 8 | -20 | x | -15 | 8 | 1 | 0 | 11 | 5 | 2
CC(=O)Nc1ccc(NC(=O)COC(=O)c2ccccc2SCC(=O)N2CCCC2)cc1
 : 5 | 3 | -3 | -1 | 21 | -23 | -5 | -2 | 3 | 4 | -19

High-throughput results from PubChem BioAssay.
